Compound activity (PubChem)
ERG-DNA inh = blocks human ERG Ets domain binding to DNA; P11308; fluorescence polarization, His-ERG Ets domain / labelled DNA; Potency, µM (series often up to 76.9 µM), for the others: at the highest dose FP activity, negative = inhibition, most hits filed as inhibitors; 0.028% of 370,000 active; active = well fitted inhibition curve with a large enough effect in the polarisation, with a control signal flat; inconclusive = small, poorly fitted or top-dose-only effect, or effect the other way, or a change in a side signal; inactive = no such curve, though single readings can be large or run the other way; the % refers to the polarisation;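 also: polarization taken with two DNA probes labelled with fluorescein and Texas red; potency is read from the fitted curve at half-maximal effect; % of control where 0% means no effect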
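His-tagged ERG Ets domain (1 uM in the protein solution; 300mM KCl, 50mM Tris-HCl, 1mM EDTA, 1mM DTT, pH 7.5) received compound, then a probe mix of 5 nM fluorescein-DNA and 100nM Texas-615-DNA. Fluorescence polarization was read for both dyes.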
LDHA inh = LDHA (human) enzyme inhibition; P00338; purified LDHA, NADH/diaphorase-resazurin fluorescence; hits give low values; activity change, % (values are at about 110 or 230 µM); 0.15% of 480,000 active; in the data active = activity change below about -30%; inconclusive = mostly about -25% to -30%;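 also: plate controls were DMSO wells for no effect and wells without enzyme for full effect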
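Human LDH5 (2 nM) was incubated with 0.06 mM NADH and 0.2 mM pyruvate for 5 min at room temperature in Tris pH 7.4. Remaining NADH was coupled through diaphorase/resazurin, and resorufin fluorescence was read at 0 and 20 min.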
Pol beta inh = blocks human DNA polymerase beta activity; P06746; Pol beta primer extension/strand displacement, fluorescence kinetic; Potency, µM (highest dose often 114 µM), for the others: at the highest dose activity change, negative = inhibition, most hits filed as inhibitors; 1.3% of 340,000 active; also: potency is read from the fitted curve at half-maximal effect; % is scaled to controls: 0 for no effect and ±100 for the full control effect
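10 nM enzyme + cpd, 15 min RT; start with substrate 50 nM final; read 0 min and after 10 min RT. Corrected, normalized data; 4-parameter Hill curve fit.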
Anesthetic bind = candidate novel general anesthetic via apoferritin binding | P02791 | apoferritin/1-aminoanthracene competitive binding, fluorescence | Potency, µM (doses to about 77.5 µM), for the others: at the highest dose activity change, negative = displacement, hits mostly inhibitors | 0.074% of 350,000 active | AID 485281; also: potency is read from the fitted curve at half-maximal effect; % is scaled to controls: 0 for no effect and ±100 for the full control effect; nearly all actives have a fitted effect of over 20% in size
Target sequence (P02791 2-175 limits assumed): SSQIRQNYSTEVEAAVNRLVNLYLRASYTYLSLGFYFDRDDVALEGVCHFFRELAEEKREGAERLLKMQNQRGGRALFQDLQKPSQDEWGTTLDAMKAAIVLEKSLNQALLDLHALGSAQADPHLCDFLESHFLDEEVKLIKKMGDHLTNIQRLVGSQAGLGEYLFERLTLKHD
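Concentration-response curves derived by four-parameter Hill fitting of normalized fluorescence, where compounds displaced 1-AMA from 10 uM horse apoferritin following a brief 10 min room-temperature incubation; propofol titration acted as positive control.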
RGS4 inh = inhibitors of human regulator of G protein signaling 4; P49798; 0.039% of 390,000 active; Potency, µM (titrated, usually from 114 µM), without a hit: at the top dose activity change, negative = inhibition, hits mostly inhibitors; Transcreener GDP fluorescence polarization, RGS4-accelerated GTP hydrolysis; AID 504845; also: potency is read from the fitted curve at half-maximal effect; % is scaled to controls: 0 for no effect and ±100 for the full control effect; nearly all actives have a fitted effect of over 75% in size; some results filed as inactive show a strong effect at the top dose
Target sequence (P49798 whole entry, looked up): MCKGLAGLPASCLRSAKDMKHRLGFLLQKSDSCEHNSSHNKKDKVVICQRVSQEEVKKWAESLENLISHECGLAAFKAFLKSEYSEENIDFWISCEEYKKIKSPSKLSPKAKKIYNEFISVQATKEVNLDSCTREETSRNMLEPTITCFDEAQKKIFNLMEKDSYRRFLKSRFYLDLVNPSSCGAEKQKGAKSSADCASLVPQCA
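MLSMR compounds (23 nl, pin-transferred) preincubated 10 min at room temperature with a 500nM (2x) first reagent, then RGS4 at 900nM (2x) plus Transcreener GDP mix added; fluorescence polarization (620/688 nm) read before and after 90 min at 30 °C.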
POLK inh = DNA polymerase kappa (human) inhibition | Q9UBT6 | purified Pol kappa, fluorescent DNA synthesis assay, 10 min | Potency, µM (top dose mostly 107 µM), for the others: top-dose activity, negative = inhibition, usual class: inhibitors | 0.53% of 400,000 active | AID 588579; also: potency is read from the fitted curve at half-maximal effect; % is scaled to controls: 0 for no effect and ±100 for the full control effect
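Inhibition of 10 nM Pol kappa is measured by a fluorescent read-out at 0 and 10 min following addition of 50 nM substrate (final), with a 15-min room-temperature compound preincubation.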
APEX1 inh = inhibitors of human APE1 endonuclease. recombinant APE1, TAMRA/BHQ-2 abasic DNA cleavage fluorescence. Potency, µM (highest dose often 65.8 µM), for the others: at the highest dose activity change, negative = inhibition, hits mostly inhibitors. AID 2517. P27695. 0.35% of 350,000 active;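 also: potency is read from the fitted curve at half-maximal effect; plate controls were vehicle for no effect and reference inhibitor for full effect; nearly all actives have a fitted effect of over 55% in size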
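0.75 nM APE1 + cpd, 15 min RT; start w/ 50 nM TAMRA/BHQ-2 THF-abasic dsDNA; kinetic fluor 525/598 nm ×3 reads @60 s; Δ(read3−read1); normalized to DMSO and NSC13755 control wells.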
12-LOX inh = blocks human arachidonate 12S-lipoxygenase. P18054. 1.1% of 580,000 active. Potency, µM (doses to about 108 µM), for the others: at the top dose activity change, negative = inhibition, actives largely listed as inhibitors. purified 12hLO, xylenol orange hydroperoxide absorbance. AID 1671190; also: potency is read from the fitted curve at half-maximal effect; % is scaled to controls: 0 for no effect and ±100 for the full control effect
Target sequence (P18054 whole entry, looked up): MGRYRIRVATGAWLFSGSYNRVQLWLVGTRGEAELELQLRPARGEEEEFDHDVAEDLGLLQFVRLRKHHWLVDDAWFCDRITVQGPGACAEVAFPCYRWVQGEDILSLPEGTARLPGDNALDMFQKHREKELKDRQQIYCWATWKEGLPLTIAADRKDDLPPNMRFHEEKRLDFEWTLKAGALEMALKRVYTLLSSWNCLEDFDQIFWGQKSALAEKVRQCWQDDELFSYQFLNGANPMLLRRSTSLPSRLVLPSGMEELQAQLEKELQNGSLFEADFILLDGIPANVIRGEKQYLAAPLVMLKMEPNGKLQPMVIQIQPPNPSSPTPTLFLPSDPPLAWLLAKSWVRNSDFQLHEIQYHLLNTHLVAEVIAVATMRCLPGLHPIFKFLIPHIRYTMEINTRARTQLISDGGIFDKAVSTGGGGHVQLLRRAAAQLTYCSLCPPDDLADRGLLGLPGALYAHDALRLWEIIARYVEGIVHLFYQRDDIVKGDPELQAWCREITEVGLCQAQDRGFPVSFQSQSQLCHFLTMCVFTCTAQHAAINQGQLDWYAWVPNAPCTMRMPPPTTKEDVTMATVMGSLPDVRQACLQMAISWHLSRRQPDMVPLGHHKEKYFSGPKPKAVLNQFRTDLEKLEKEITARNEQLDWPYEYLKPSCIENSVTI
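Purified human 12hLO (150 nM final) in 25 mM Hepes, 0.01% Triton X-100, pH 7.0 was preincubated 15 min at room temperature with compound. Then 40 uM arachidonic acid was added, 30 min. Hydroperoxide was read by Fe-XO absorbance ratio 573/405 nm.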
POLH inh = inhibitors of human DNA polymerase eta | Potency, µM (series often up to 114 µM), for the others: top-dose activity change, negative = inhibition, usual class: inhibitors | recombinant Pol eta, fluorescent DNA replication assay | 1.2% of 390,000 active | AID 588591; also: potency is read from the fitted curve at half-maximal effect; % is scaled to controls: 0 for no effect and ±100 for the full control effect
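Fluorescent replication assay: 50 nM final substrate added after a 15 min room-temperature compound preincubation with 10 nM enzyme. Signal taken at 0 min and again at 10 min.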
* hit, by the source's call; u = inconclusive; x = no result given; & = joins results of further samples; [ ] = another dose, or the depositor's remark. Unless noted, calls follow the shape of the dose curve; as a rule, active = well fitted curve in the direction sought with a large enough effect; inconclusive = small, poorly fitted or top-dose-only effect, or another doubt; inactive = no such curve, though single readings can be large; an effect the other way counts as inactive or inconclusive. A portion of the library. The share of hits here may be higher or lower than overall.

SMILES	ERG-DNA inh	LDHA inh	Pol beta inh	Anesthetic bind	RGS4 inh	POLK inh	APEX1 inh	12-LOX inh	POLH inh
CCc1ccc(-c2csc3ncn(CC(=O)NCc4ccco4)c(=O)c23)cc1	-6%	-2	-20%	-18%	-12%	2%	2%	-18%	-4%
S=c1[nH]nc(COc2ccccc2)n1/N=C/c1ccc(Cl)cc1Cl	-15%	-5	5%	-2%	-35%	-1%	-5%	-2%	-15%
CCCOc1cccc(CN2CCCCC2c2cccnc2)c1 (centres undefined)	x	-2	8%	u	11%	-7%	0%	-22%	-15%
Cc1ccc(CC(=O)Nc2c(C(=O)N3CCN(c4ccccc4F)CC3)oc3ccccc23)cc1	3%	4	-19%	1%	-14%	-8%	x	-11%	-12%
Cc1cc(C)c(S(=O)(=O)N2CCN(C(=O)C3CCCO3)CC2)c(C)c1 (centres undefined)	4%	-10	x	x	14%	4%	26%	u	-17%
CCc1ccccc1N(CC(=O)NC(C)C)C(=O)CCC(=O)Nc1nccs1	13%	-2	28%	-5%	0%	7%	19%	12%	-5%
COc1ccc(C(=O)Oc2cc(C)[nH]c(=O)c2[N+](=O)[O-])c(OC)c1	-11%	-7	2%	-8%	33%	-18%	-14%	u	-5%
O=C(/C=C/c1cccs1)Nc1ccc(N2CCOCC2)c(S(=O)(=O)Nc2ccccc2Cl)c1	4%	-3	17%	5%	6%	-23%	-10%	-22%	-17%
CC(=O)SC(C[N+](=O)[O-])c1cn(C(C)=O)c2ccccc12 (centres undefined)	4%	11	2%	-17%	u	-15%	2%	u	-12%
Clc1ncccc1-c1nnn(-c2ccccc2)n1	-8%	-9	-9%	-18%	6%	-12%	-1%	-20%	-16%
CCC(=O)Nc1ccc2c(c1)nc1n2CCN(CCOC)C1	-8%	1	1%	-9%	-29%	-5%	12%	-1%	-19%
Cc1ccc(Cn2ccnc2SCC(=O)NC2CCCC2)cc1	3%&2%	-4&-11	0%&-4%	u	-5%&10%	0%	-3%	-1%&-16%	-5%&-17%
C=CCN(Cc1ccc(OC)c(OC)c1)C(=O)c1cc2cc(F)ccc2[nH]1	-13%	-3	-24%	-5%	30%	-1%	31%	217%[activator]	-15%
Cc1cccc(N2CCN(C(=O)/C=C/c3cccs3)CC2C)c1 (centres undefined)	0%	1	u	-15%	-5%	-10%	9%	-7%	-15%
CN1C(C(=O)NCc2ccc(OC(F)(F)F)cc2)CC2Cn3c(nc4cc(Cl)c(Cl)cc43)C21 (centres undefined)	2%	-2	-2%	u	-19%	-20%	1%	-8%	-23%
c1ccc2c(c1)CCc1ccccc1C2=C1CCNCC1	-12%	-4	x	x	-19%	0%	x	48%[activator]	-6%
COc1ccc2c(CC(=O)NCC3CCC(C(=O)O)CC3)cc(=O)oc2c1 (centres undefined)	-5%	-4	20%	-2%	-2%	-12%	4%	-2%	-14%
COC(=O)c1cc(Cl)c(NC(=O)/C=C/c2ccc(Cl)cc2)cc1OC	-3%	8	26%	-3%	-24%	-4%	-7%	4%	u
COc1ccc(-c2noc(CCCC(=O)O)n2)cc1	9%	3	25%	5%	3%	-6%	15%	-16%	1%
COc1ccc(NC(=O)C2CCCCN2CC(=O)OCc2ccccc2)cc1OC (centres undefined)	3%	-1	24%	-22%	-34%	-16%	-1%	8%	-13%

One compound at a time, as listed above:
Listed for CCc1ccccc1N(CC(=O)NC(C)C)C(=O)CCC(=O)Nc1nccs1 → ERG-DNA inh = 13%; LDHA inh = -2; Pol beta inh = 28%; Anesthetic bind = -5%; RGS4 inh = 0%; POLK inh = 7%; APEX1 inh = 19%; 12-LOX inh = 12%; POLH inh = -5%
Listed for CCc1ccc(-c2csc3ncn(CC(=O)NCc4ccco4)c(=O)c23)cc1 → ERG-DNA inh = -6%; LDHA inh = -2; Pol beta inh = -20%; Anesthetic bind = -18%; RGS4 inh = -12%; POLK inh = 2%; APEX1 inh = 2%; 12-LOX inh = -18%; POLH inh = -4%

Next results:
SMILES	ERG-DNA inh	LDHA inh	Pol beta inh	Anesthetic bind	RGS4 inh	POLK inh	APEX1 inh	12-LOX inh	POLH inh
CC(=O)Nc1sc2c(c1CN1CCN(C)CC1)CCCC2	-3%	-6	4%	-6%	-9%	-5%	9%	35%[activator][57.4 µM]	-4%
Cc1ccn2c(c1)nc(=O)c1cc(S(=O)(=O)N3CCCCC3)c(Cl)cc12	0%	-3	25%	0%	16%	14%	x	-23%	-6%
COc1ccccc1C(C)NC(=O)CN(C)CC(=O)Nc1c(C)cccc1C (centres undefined)	16%	0	x	x	-13%	-2%	14%	284%[activator]	1%
N=C1/C(=C/c2cccn2-c2ccc([N+](=O)[O-])cc2)C(=O)N=C2SC=CN12	x	-3	u	-7%	-14%	-17%	3%	0%	u
O=C(OCc1cc(=O)n2nc(C3CC3)sc2n1)c1ccccc1Cl	3%	-2	15%	-8%	11%	3%	x	-10%	0%
COc1ccc(-c2cc(C(=O)N3CCCC(C(F)(F)F)C3)c3ccccc3n2)cc1 (centres undefined)	1%	1	x	x	11%	-3%	-3%	-26%	-30%
Cc1ccc(-c2nnc(Nc3cccc(O)c3)c3ccccc23)cc1S(=O)(=O)NCCO	-14%	-6	1%	-18%	0%	-24%	4%	-9%	u
O=c1[nH]c(NCCO)nc2c1C1(CCCCC1)Cc1ccccc1-2	-9%	-5	2%	-9%	u	-10%	-2%	u	-18%
Cc1cccc(N(C)C(=O)Cc2c(C(=O)O)[nH]c3ccccc23)c1	0%	0	51%	7%	16%	-15%	x	-5%	-12%
COc1cc(C2C3=C(CC(C)(C)CC3=O)OC(N)=C2[N+](=O)[O-])ccc1O (centres undefined)	-7%	-1	17%[57.1 µM]	-8%	7%	-6%[60.1 µM]	0%	-8%	3%
COc1ccc(-c2nc3c(n2O)CCc2c-3no[n+]2[O-])cc1	0%	-2	15%	2%	-2%[11.4 µM]	6%	0%	2%	-29%
Cc1nc(-c2cccs2)sc1C(=O)NN	-3%	-5	0%	-16%	-11%	-13%	1%	12%	-18%
CCCCn1c(SCC(=O)NNC(=O)c2ccccc2)n[nH]c1=O	13%	1	x	x	-14%	0%	35%	4%	2%
CCS(=O)(=O)c1ccc(-c2cccc(NC(=O)c3ccc(Br)o3)c2)nn1	0%	-2	x	x	-19%	-4%	18%	10%	-21%
O/N=C\c1ccc2noc(-c3ccc(Cl)cc3)c2c1	6%	-11	70%	0%	-9%	-7%	-12%	u	8%
COc1ccc2cc(C3CC(c4cccs4)=NN3C(C)=O)c(Cl)nc2c1 (centres undefined)	6%	2	0%	-3%	-30%	1%	7%	119%[activator]	-15%
O=C(c1cnc2n(c1=O)CCS2)N(c1ccccc1)C1CCCCC1	-6%	-5	4%	-12%	13%	-7%	u	-23%	-1%
COc1cc(CNCCO)ccc1OCCc1ccccc1	4%	1	0%	u	-16%	10%	48%	15%	-16%
CCC/C(O)=C1\C(=O)CCCC1=NC(C)C(=O)O (centres undefined)	x	-3	14%	-9%	32%	-8%	-4%	20%	4%
O=C(Cn1c(=O)n(Cc2ccccc2)c(=O)c2cc(Cl)ccc21)NCC1CCCO1 (centres undefined)	-3%	-1	31%	0%	2%	-17%	-16%	-3%	-2%
O=C(Nc1ccc(Cl)c(S(=O)(=O)N2CCOCC2)c1)C1CCCC1	3%	-10	x	x	10%	-7%	18%	4%	-1%
NC(=O)CC(c1ccccc1)c1ccco1 (centres undefined)	-2%	-3	32%	-6%	-5%[56.9 µM]	-12%	18%	-23%	3%
c1ccc(CNc2ccnc(-c3ccoc3)n2)cc1	x	x	x	-6%	x	-17%[60.1 µM]	0%	u	x
N#C/C(=N\Nc1ccccc1[N+](=O)[O-])C(=N)N1CCCCC1	-4%	-2	3%	-20%	1%	-3%	-5%	u	-13%
CC(C)OCCCNc1ncnc2sc3c(c12)CCCC3	-2%	0	20%	-7%	-11%	3%	x	-7%	-2%
CSc1nnc(C)c(=O)n1COC(=O)c1cc(Cl)ccc1[N+](=O)[O-]	-3%	9	0%	-14%	-11%	-23%	0%	8%	-2%
CCCC(=O)Nc1sc2c(c1C(=O)OCC)CC(C)(C)OC2	-6%	-1	-1%	-5%	7%	-1%	2%	-5%	-6%
CC(C)Oc1ccc(CNC(=O)c2ccc(NC(=O)N3CC(C)Sc4ccccc43)cc2)cc1 (centres undefined)	1%	-8	3%	2%	-9%	-8%	x	2%	-20%
CN(Cc1ccc(F)cc1)Cc1nc(CCc2ccccc2)no1	-12%	-5	11%	-7%	6%	-2%	6%	-2%	5%
Cc1cc(S(=O)(=O)N2CCCCC2CCNC(=O)C(=O)NC2CC2)ccc1F (centres undefined)	8%	-5	x	x	1%	-4%	15%	-14%	-18%
O=C(NCCOC(=O)c1c(F)cccc1Cl)c1c(F)cccc1Cl	-11%	-13	-12%	-4%	22%	-19%	5%	2%	-8%
Cc1cc(/C=N/N2CCN(C)CC2)c(C)n1-c1ccccc1F	-12%	-7	9%	-3%	-10%	-13%	-1%	0%	-12%
Cc1cc(C)c2nc(N(CCN(C)C)C(=O)c3ccc(S(=O)(=O)N(C)CC4CCCO4)cc3)sc2c1 (centres undefined)	-16%	0	-3%	u	-10%	-3%	30%	373%[activator]	-27%
CCCn1c(N)c(N(CCOC)C(=O)c2cccc(F)c2)c(=O)[nH]c1=O	-4%	-4	1%	32%[activator]	-22%	-1%	52%[activator]	-3%	-21%
Cc1cccc(Cn2c(SCc3ccc(C(=O)NC4CCCCC4)cc3)nc3ccncc32)c1	-6%	-1	4%	6%	25%	1%	x	-9%	-18%
